Compound activity from PubChem.
esBAF inh = Bmi1 luciferase reporter increase in mESCs, primary screen, esBAF inhibitor project, mouse ES cells, Bmi1 luciferase knock-in, single point. 24 h; 100% = twice the neutral-well signal. 350,000 tested, 2% active. reporter increase, % at 12.5 µM; in the data active = activation above about 40%;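 also: 0% = median of the plate's neutral control wells and 100% = double that signal; a rise in the Bmi1 reporter signal indicates esBAF inhibition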
E-sel inducer = E-selectin induction in HUVECs, primary screen, imaging, HUVEC, immunofluorescence imaging, single point. activation, % at 7.58 µM. 260,000 tested, 0.37% active. normalized: neutral wells 0, TNF-alpha wells 100. P16581;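 active = mean E-selectin-positive cell signal at least 10% of the positive control, reached in at least 60% of replicates, without over 20% cell loss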;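 also: in these data hits start at about 27%; measured in HUVEC primary endothelial cells; signal is the percent of cells scored E-selectin positive by PE staining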
Target sequence (P16581 whole entry, looked up): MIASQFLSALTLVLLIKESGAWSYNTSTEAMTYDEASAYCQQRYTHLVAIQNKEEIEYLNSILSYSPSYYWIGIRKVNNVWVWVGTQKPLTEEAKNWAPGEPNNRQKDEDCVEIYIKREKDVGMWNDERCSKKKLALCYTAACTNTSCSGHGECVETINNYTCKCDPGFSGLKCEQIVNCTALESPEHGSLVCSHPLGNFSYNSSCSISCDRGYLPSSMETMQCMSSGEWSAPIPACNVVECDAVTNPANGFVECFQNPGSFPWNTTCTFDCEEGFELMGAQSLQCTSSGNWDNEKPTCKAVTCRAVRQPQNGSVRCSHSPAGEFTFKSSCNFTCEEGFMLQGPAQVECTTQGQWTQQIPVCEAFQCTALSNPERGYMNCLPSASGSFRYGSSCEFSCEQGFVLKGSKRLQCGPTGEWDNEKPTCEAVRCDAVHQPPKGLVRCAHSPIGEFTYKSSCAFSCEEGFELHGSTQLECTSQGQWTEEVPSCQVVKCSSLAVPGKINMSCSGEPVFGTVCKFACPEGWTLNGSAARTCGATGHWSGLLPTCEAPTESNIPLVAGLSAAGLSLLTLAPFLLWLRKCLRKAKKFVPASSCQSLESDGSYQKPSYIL
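material = human umbilical vein endothelial cells (HUVEC), E-selectin induction | quantity = 3,000 cells/well | medium = EGM-2 growth medium on 0.1% gelatin-coated wells | technique = immunofluorescence imaging | read-out basis = % PE-positive cells | control set = TNF-alpha positive control, DMSO neutral control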
ERp5 block = inhibitors of ERp5-driven insulin aggregation, primary screen, biochemical, turbidity, absorbance 650 nm, single point. Protein disulfide-isomerase A6 (Homo sapiens), Q15084. 350,000 tested, 0.05% active. inhibition, % at 9.99 µM. 90 min. AID 651711, 2012;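 active = mean replicate inhibition above about 25%, with every replicate also reaching it, limit read from the data, passing the limit was not always enough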
Casp6 inh = human caspase-6 inhibitors, primary screen, biochemical, VEID-R110 fluorescence, single point, set 2 | P55212 | purified caspase-6, Z-VEID-R110 cleavage fluorescence | inhibition, % at 12.5 µM | 350,000 tested, 0.53% active | AID 686996, 2013;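 active = mean inhibition across replicates at least about 35%, with every replicate also reaching that limit, limit read from the data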;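 also: 0% = median of neutral control wells and 100% = no fluorescence left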
PglD DTNB = C. jejuni PglD acetyltransferase inhibitors, primary screen, biochemical, DTNB colorimetric, single point. UDP-N-acetylbacillosamine N-acetyltransferase PglD (Campylobacter jejuni). purified PglD enzyme, DTNB colorimetric CoA detection. inhibition, % at 12.5 µM. 360,000 tested, 0.098% active. AID 602405, 2012; in the data active = inhibition above about 16%, passing the limit was not always enough; also: strong numbers were not always called active
RAD54 inh = inhibitors of human RAD54 branch migration, primary screen, biochemical, fluorescence, single point | RAD54 Holliday junction branch migration, FAM/BHQ fluorescence | inhibition, % at 10.4 µM | 360,000 tested, 0.14% active | AID 602329, 2012;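 active = mean normalized replicate activity at least 40 and at least half of replicates scoring 40 or more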;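 also: 0% = median of neutral control wells and 100% = median of positive control wells; inhibitors cause a drop in the FAM fluorescence signal; in these data hits start at about 50%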
ARNT TACC3 PPI = disruptors of ARNT/TACC3 protein interaction, primary screen, biochemical, AlphaScreen, single concentration; Transforming acidic coiled-coil-containing protein 3 (Homo sapiens), Q9Y6A5; AlphaScreen His-ARNT PAS-B/GST-TACC3 binding, luminescence; TACC3 fragment carries E629A point mutation; inhibition, % at 9.99 µM; 390,000 tested, 0.66% active;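 active = mean inhibition of replicates at least 50% and at least half of replicates each reaching 50%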;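 also: 0% = complete ARNT plus TACC3 wells and 100% = ARNT alone without TACC3; many hits fall short of the cut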
RAD52 inh = RAD52 DNA annealing inhibitors, primary screen, biochemical, FRET, single point, set 2 | AID 651710, 2012 | recombinant RAD52 DNA annealing, FRET fluorescence | inhibition, % at 18.7 µM | 360,000 tested, 0.46% active;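 active = every replicate showing at least 50% inhibition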
Target sequence (P43351 whole entry, looked up): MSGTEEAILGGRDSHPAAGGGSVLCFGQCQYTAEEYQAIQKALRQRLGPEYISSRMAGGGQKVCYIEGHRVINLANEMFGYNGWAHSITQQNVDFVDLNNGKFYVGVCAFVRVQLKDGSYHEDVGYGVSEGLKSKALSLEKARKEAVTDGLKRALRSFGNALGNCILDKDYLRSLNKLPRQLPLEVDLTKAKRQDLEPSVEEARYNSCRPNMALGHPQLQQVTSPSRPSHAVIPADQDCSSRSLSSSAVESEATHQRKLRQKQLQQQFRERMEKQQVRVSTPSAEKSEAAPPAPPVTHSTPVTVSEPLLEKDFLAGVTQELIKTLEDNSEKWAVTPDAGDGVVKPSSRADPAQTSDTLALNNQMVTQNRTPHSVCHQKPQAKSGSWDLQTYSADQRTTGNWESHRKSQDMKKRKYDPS
Active calls of the source: *; / = not tested or not shown.

mol,esBAF inh,E-sel inducer,ERp5 block,Casp6 inh,PglD DTNB,RAD54 inh,ARNT TACC3 PPI,RAD52 inh
CC(=O)Nc1ccc(NC(=O)C(C)OC(=O)CCN=C2NS(=O)(=O)c3ccccc32)cc1 (centres undefined),8,0.9,8,-2,-5,-9,-4,-11
CC(=O)N(C)C[C@@H]1Oc2ncc(C#CC3(O)CCCC3)cc2C(=O)N([C@H](C)CO)C[C@@H]1C,7,0.3,-1,-2,-2,3,-8,5
CC(=O)Nc1cc(-c2nn(CC(=O)N3CCCCC3)c(=O)c3ccccc23)ccc1N1CCOCC1,2,/,/,/,8,-12,-1,/
CCCCc1c(-c2ccccc2Br)ncn1CCc1ccccc1OC,/,-0.3,-8,-2,/,/,/,30
O=C(O)C[C@@H]1C[C@H]2c3cc(NC(=O)Cc4ccncc4)ccc3O[C@H]2[C@H](CO)O1,1,0.6,0,4,-1,1,8,-4
C(=N\Nc1nc(Nc2ccccc2)nc(Nc2ccccc2)n1)/c1ccncc1,0,/,-13,-1,7,-3,1,-15
CN1c2ccc(-c3ccccc3)cc2[C@H]2[C@H](CCN2C(=O)c2cccc(F)c2)[C@@H]1CO,-2,0.1,1,-2,2,18,4,8
COCCCNC(=S)N1CCC(NC(=O)Nc2ccc(C)cc2)CC1,/,0.0,9,-1,/,/,4,-5
CCS(=O)(=O)c1ccc2oc(SCC(=O)Nc3ccc(OC)cc3OC)nc2c1,/,/,0,-1,/,/,-2,-4
O=C(Cc1ccccc1)NCC(=O)N/N=C/c1ccc([N+](=O)[O-])s1,-1,/,0,1,-4,-23,4,-11
Cc1cc(C(=O)NCc2ccc(F)cc2)c2ccccc2n1,-4,0.0,1,0,-2,-2,7,-1
COc1cccc(C(=O)CN(C(=O)c2ccc(Cl)c(Cl)c2)N2C(=O)c3ccccc3C2=O)c1,-2,/,-5,-8,-3,2,11,-3

Continuation.
mol,esBAF inh,E-sel inducer,ERp5 block,Casp6 inh,PglD DTNB,RAD54 inh,ARNT TACC3 PPI,RAD52 inh
CC(C)C(c1nnnn1Cc1ccccc1)N1CCc2ccccc2C1 (centres undefined),0,/,2,1,/,-4,-3,4
C/C(=N\NC(=O)NC1CCCCC1)c1ccco1,/,6.9,3,1,/,/,13,-8
O=C(Nc1ccccc1C(=O)NCCCn1ccnc1)c1ccc(Cl)cc1Cl,10,/,/,/,1,-1,4,/
Cc1ccc2cc(N)ccc2n1,/,5.7,6,61*,/,/,6,-20
COc1ccc(-c2sc3cc(OC)c(OC)cc3c2C#CC2(O)CCCCC2)cc1,-4,-0.2,4,-5,-8,4,/,-2
O=C(COc1ccc2c3c(c(=O)oc2c1)CCC3)NCCN1CCOCC1,-6,/,-3,1,-5,6,-4,-15
Cc1ccc([C@H]2C(C#N)=C(N)Oc3cc(C)oc(=O)c32)o1,/,/,1,7,/,/,3,-101
CCOC(=O)C1(C)CCN1C(=O)c1ccc(F)c(Cl)c1 (centres undefined),-2,-0.3,1,-1,5,-7,/,0
CCC(C)NC(=O)c1ccc2c(c1)N(Cc1ccccc1)C(=O)CS2 (centres undefined),2,-0.6,8,-1,-1,-1,-3,-6
O=C(CCNC(=O)Cn1ccc2ccccc2c1=O)NCCCN1CCN(c2ccccc2F)CC1,-2,/,/,/,-2,-10,-26,/
COCC#Cc1ccc2c(c1)O[C@@H](CN(C)CC1CC1)[C@@H](C)CN([C@H](C)CO)S2(=O)=O,-4,-0.1,-46,-1,-1,-2,2,1
CCOc1ccc2[nH]cc(-c3csc(N)n3)c2c1,-1,/,4,4,4,2,3,-13

(listing goes on)
mol,esBAF inh,E-sel inducer,ERp5 block,Casp6 inh,PglD DTNB,RAD54 inh,ARNT TACC3 PPI,RAD52 inh
O=[N+]([O-])c1cccc(SSc2cccc([N+](=O)[O-])c2)c1,-1,/,3,1,0,-3,1,-4
Cc1ccnc2nc(C(=O)N3CCN(S(=O)(=O)c4ccccc4)CC3)nn12,2,/,/,/,2,8,14,/
C=CCNC(=O)c1ccccc1NC(=O)c1ccc(Cl)c(S(=O)(=O)Nc2ccccc2)c1,0,/,-1,6,1,4,/,3
C[C@@H]1CN([C@H](C)CO)C(=O)c2cc(C#CCN(C)C)cnc2O[C@H]1CN(C)C(=O)NC1CCCCC1,-2,0.1,-3,-7,-1,-3,-7,-3
C[C@@H](O)C#Cc1ccc([C@@H]2[C@@H](CO)N3CCCCN(C(=O)c4cccc(F)c4)C[C@@H]23)cc1,1,-0.4,0,-1,6,-3,1,-3
COc1ccc(N2CCN(C(=O)CN3C(=O)NC4(CCCCCC4)C3=O)CC2)cc1,-2,-0.6,-8,10,2,-1,0,-14
C[C@H]1CCCCO[C@H](CN(C)C(=O)c2ccccc2)[C@@H](C)CN([C@@H](C)CO)C(=O)c2cc(N(C)C)ccc2O1,5,0.0,2,0,-3,-13,8,-12
Cc1cccc(CSc2cn(CC(=O)N3CCOCC3)c3ccccc23)c1,84*,/,-2,5,2,0,/,-19
O=C(C1CCC1)N1CCc2cc(S(=O)(=O)Nc3ccc4c(c3)OCO4)ccc21,-3,/,/,/,2,-5,-8,/
C[C@@H]1CN([C@@H](C)CO)S(=O)(=O)c2ccc(C#C[C@@H](C)O)cc2O[C@@H]1CN(C)C(=O)Nc1ccccc1,2,0.1,-2,0,2,4,16,-8
O=C(N/N=C/c1c[nH]c2ccccc12)C1CC1c1ccccc1 (centres undefined),/,/,3,5,/,/,10,-12
O=C(CCCC(=O)OCC1CCCO1)OCC1CCCO1 (centres undefined),-5,/,/,/,2,3,15,/

Quoted at random: 3 records from the list
mol,esBAF inh,E-sel inducer,ERp5 block,Casp6 inh,PglD DTNB,RAD54 inh,ARNT TACC3 PPI,RAD52 inh
O=C(N/N=C/c1c[nH]c2ccccc12)C1CC1c1ccccc1 (centres undefined),/,/,3,5,/,/,10,-12
C[C@@H]1CN([C@@H](C)CO)S(=O)(=O)c2ccc(C#C[C@@H](C)O)cc2O[C@@H]1CN(C)C(=O)Nc1ccccc1,2,0.1,-2,0,2,4,16,-8
Cc1cccc(CSc2cn(CC(=O)N3CCOCC3)c3ccccc23)c1,84*,/,-2,5,2,0,/,-19

Other structures follow.
mol,esBAF inh,E-sel inducer,ERp5 block,Casp6 inh,PglD DTNB,RAD54 inh,ARNT TACC3 PPI,RAD52 inh
Cc1c(C(=O)OCC(=O)NCc2ccccc2)oc2ccccc12,-2,/,-5,-3,0,-1,/,-11
CC1CCC2C(=O)N(c3ccc(Cc4ccncc4)cc3)C(=O)C2C1 (centres undefined),/,/,-3,-4,/,/,0,-13
COc1ccccc1CNC(=O)C(NC(=O)c1ccccc1)C(C)C (centres undefined),/,0.9,0,5,/,/,-6,-16
C[C@H]1CN([C@@H](C)CO)C(=O)c2cc(NC(=O)NC3CCCCC3)ccc2O[C@@H]1CN(C)C(=O)Nc1ccc(F)cc1,2,-3.4,16,-1,-2,3,2,27
C[C@@H]1CN([C@H](C)CO)C(=O)Cc2cc(NC(=O)Nc3cccc4ccccc34)ccc2O[C@H]1CN(C)CC1CC1,-4,-0.1,-2,3,-9,-11,2,12
CCOC(=O)c1ccc(NC(=O)NCc2ccncc2)cc1,15,/,/,/,-1,7,5,/
O=C(C[C@@H]1C/C=C\C[C@H](NC(=O)OCC2c3ccccc3-c3ccccc32)C(=O)OC[C@@H]2CCCN2C1=O)N[C@H](CO)Cc1ccccc1,-12,0.3,1,-2,5,-11,13,-17
COc1ccc(OC)c(S(=O)(=O)N(C)CC(=O)Nc2cc(Cl)ccc2OC)c1,2,/,/,/,-5,-1,18,/
CSc1ccc(C(=O)NCC(c2ccco2)N(C)C)cc1[N+](=O)[O-] (centres undefined),-2,2.2,5,3,1,0,2,-4
C=CCNC(=O)c1oc2ccc(S(=O)(=O)N3CCC4(CC3)OCCO4)cc2c1C,-2,/,4,0,2,4,-1,-3
COc1cc(/C=N/NC(=O)c2cccnc2)ccc1OC(=O)c1cc(OC)c(OC)c(OC)c1,5,/,6,-1,1,1,/,0
C[C@@H]1CN([C@@H](C)CO)C(=O)c2cc(NC(=O)c3ccncc3)ccc2O[C@H]1CN(C)S(=O)(=O)c1ccc(Cl)cc1,3,0.0,-2,1,3,4,/,-6

Continued:
mol,esBAF inh,E-sel inducer,ERp5 block,Casp6 inh,PglD DTNB,RAD54 inh,ARNT TACC3 PPI,RAD52 inh
O=C(c1ccccc1-c1ccccc1)N1CCCC1,-2,-0.9,/,/,-2,6,-14,/
CO[C@@H]1CN(C)C(=O)c2ccc(NC(=O)C3CCOCC3)cc2OC[C@@H](C)N(C(=O)C2CCOCC2)C[C@H]1C,-4,0.1,-4,1,3,-2,-10,16
COc1ccc(S(=O)(=O)Nc2ccc3c(c2)C(=O)N([C@@H](C)CO)C[C@@H](C)[C@H](CN(C)S(=O)(=O)c2ccc(Cl)cc2)OCCCC[C@@H](C)O3)cc1,15,0.1,-4,1,-1,-10,5,-15
C=CCN(Cc1nc(-c2ccccc2)no1)C(=O)c1ccc2c(c1)OCO2,0,0.2,1,-1,-2,-7,-7,-13
CC1CN(S(=O)(=O)c2cccc(C(=O)N=c3sccn3C)c2)CC(C)O1 (centres undefined),-4,-1.9,-3,0,-4,-7,3,-6
CC1CC(C)CN(C(=S)Nc2ccc(OC(F)F)cc2)C1 (centres undefined),/,-0.3,-2,0,5,2,2,-10
O=C(/C=C/Nc1ccc(Oc2ccccc2Cl)cc1)c1ccco1,/,/,18,-2,/,/,-2,-31
Cn1c(N2CCC(C(N)=O)CC2)nc2c1c(=O)n(Cc1cccc(Br)c1)c(=O)n2C,-4,/,/,/,-3,0,-3,/
CC1CCN(S(=O)(=O)c2csc(C(=O)Nc3ccccc3)c2)CC1,-2,/,/,/,3,-4,-5,/
Cc1ccc2c(c1)cc(CN(Cc1ccc3c(c1)OCO3)C(=O)c1ccccc1)c1nnnn12,-6,/,/,/,-2,10,0,/
CCCSC1=N/C(=C\c2ccc([N+](=O)[O-])o2)C(=O)S1,10,/,-1,75*,-5,-5,9,-70
CC(C)(C)c1cc(C(=O)NC2CC2)n(Cc2ccc(F)cc2)n1,/,8.3,0,0,-4,5,5,-5

(list continues)
mol,esBAF inh,E-sel inducer,ERp5 block,Casp6 inh,PglD DTNB,RAD54 inh,ARNT TACC3 PPI,RAD52 inh
CCn1ncc(Cl)c1C(=O)Nc1cc(Cl)ccc1Cl,1,/,/,/,0,-15,-3,/
CC(C)Cc1nc2oc3c(Cl)ncnc3c2c2c1CCCC2,0,0.4,4,0,-5,-8,-5,-11
Cc1nc2ncnn2c(N2CCN(S(=O)(=O)c3ccc(Br)cc3)CC2)c1C,/,/,2,-1,/,/,-2,13
Cc1cc(NC(=O)CSc2nc(-c3ccc(Br)cc3)nc3c2c(=O)n(C)c(=O)n3C)no1,-13,/,/,/,-13,1,-2,/
COC(=O)C(C)N(c1ccc(OC)cc1)S(C)(=O)=O (centres undefined),/,/,-5,-3,/,/,-1,-7
CCc1nc2ccccc2n(CCOCCn2c(=O)c(CC)nc3ccccc32)c1=O,-5,/,0,-7,1,0,-4,-9
CCCn1cnnc1CNC(=O)[C@H]1O[C@@H](n2ccc(N)nc2=O)[C@H](O)[C@@H]1O,/,6.4,-2,0,/,/,/,-13
C/C=C/c1ccc([C@@H]2[C@H](CO)N(C(=O)c3cnccn3)C23CN(C(C)=O)C3)cc1,/,-0.1,-5,-3,/,/,/,-15
NCCCC(N)(C(=O)O)C(F)F (centres undefined),4,0.0,1,-1,2,13,-4,-15
